Screening data from PubChem BioAssay.
AHR act: activates the human aryl hydrocarbon receptor; AHR-responsive luciferase reporter cells, luminescence; activation, % at 5 µM; 320,000 compounds, 2.5% hits; in the data active means activation above about 47%;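 further: 0% = vehicle wells and 100% = reference agonist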
JMJD2C inh: inhibitors of human GASC-1 (JMJD2C) demethylase; inhibition, % at 2.35 µM; 330,000 compounds, 0.069% hits; Q9H3R0; AID 2099; GST-JMJD2C(1-420) H3K9me3 demethylation, DELFIA europium;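 active means more than half of a compound's replicate wells show inhibition beyond 50%, single wells judged on their own value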;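 further: signal counts dimethyl H3K9 product captured on neutravidin plate; 0% = median of DMSO wells and 100% = 0.3 times that DMSO median; strong numbers were not always called active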
Target sequence (Q9H3R0 1-420 limits assumed): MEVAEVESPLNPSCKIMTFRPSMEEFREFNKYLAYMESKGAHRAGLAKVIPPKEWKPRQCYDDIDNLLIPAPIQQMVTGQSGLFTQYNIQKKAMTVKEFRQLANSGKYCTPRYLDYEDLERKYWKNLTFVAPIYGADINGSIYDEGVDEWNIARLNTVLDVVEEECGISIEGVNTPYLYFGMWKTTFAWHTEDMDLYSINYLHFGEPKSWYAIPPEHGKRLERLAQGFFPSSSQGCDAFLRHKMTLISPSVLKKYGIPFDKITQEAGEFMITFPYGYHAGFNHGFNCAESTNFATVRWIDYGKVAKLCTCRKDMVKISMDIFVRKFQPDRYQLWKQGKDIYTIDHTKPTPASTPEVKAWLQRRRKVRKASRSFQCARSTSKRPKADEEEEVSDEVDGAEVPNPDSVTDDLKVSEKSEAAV
proCasp7 act: counter-screen: procaspase-7 (human) activation | activation, % at 8.5 µM | 330,000 compounds, 0.093% hits | recombinant procaspase-7, Ac-DEVD-pNA absorbance 405 nm; D23A/D198A/D206A triple mutant, cannot self-cleave; scale: DMSO 0, 5 µM enzyme 100 | P55210 | AID 463210;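 active means percent activation above the screen-wide mean plus 3 SD, cut at about 25% in these data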
Target sequence (P55210 whole entry D23A/D198A/D206A): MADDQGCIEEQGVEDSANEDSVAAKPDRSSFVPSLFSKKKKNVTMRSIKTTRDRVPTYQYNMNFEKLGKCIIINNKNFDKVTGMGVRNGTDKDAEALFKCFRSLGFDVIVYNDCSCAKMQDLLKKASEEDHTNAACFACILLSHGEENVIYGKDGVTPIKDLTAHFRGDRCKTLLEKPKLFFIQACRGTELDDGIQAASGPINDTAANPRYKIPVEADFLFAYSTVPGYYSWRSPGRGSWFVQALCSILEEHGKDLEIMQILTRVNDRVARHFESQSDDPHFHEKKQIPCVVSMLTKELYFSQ
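Assay system – Uncleavable procaspase-7 mutant enzyme · Quantity – 2 µM procaspase-7 mutant as dispensed · Times – 1 h preincubation, 2 h reaction · Dosing – single nominal 8.5 µM compound dose, 0.8% DMSO final · Buffer or medium – Zinc-free 50 mM HEPES buffer, pH 7.4, with NaCl and Triton X-100 · Detection – Epi-absorbance of released pNA at 405 nm, two timepoints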
CR mimetic SO: yeast age-related superoxide inhibition as caloric restriction mimetic; S. cerevisiae aged cells, superoxide DHE fluorescence; hits give low values; AID 2690; 330,000 compounds, 0.18% hits; superoxide response (% of plate mean), % at 10 µM;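 active means superoxide response under a set limit, about three screen SD below normal, cut at about 65% in these data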;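 further: yeast aged for seven days with compound at 30 °C before DHE staining; 100% = average MFI of all compound-treated wells on the plate with controls excluded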
RPL19A TOR yeast: yeast TOR pathway RPL19A-GFP modulation; S. cerevisiae RPL19A-GFP strain, flow cytometry, 3 h; hits give low values; percent response vs DMSO, % at 10 µM; 330,000 compounds, 0.3% hits; AID 2025;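 active means percent response vs DMSO below 50%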;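 further: median channel GFP fluorescence of the barcoded RPL19A-GFP strain; ratio of sample median GFP to plate DMSO average so 100% = DMSO; lower means less RPL19A-GFP as with rapamycin TOR inhibition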
MEP2-GFP yeast: yeast TOR pathway MEP2-GFP modulation | S. cerevisiae MEP2-GFP strain, flow cytometry GFP, 3 h; 100% = DMSO control level | GFP response vs DMSO, % at 10 µM | 330,000 compounds, 0.51% hits | AID 2016;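 active means GFP response versus DMSO above a set limit, roughly screen mean plus 3 SD, cut at about 180% in these data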;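 further: median GFP fluorescence of the barcode-gated MEP2-GFP cells per well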
proCasp3 act: procaspase-3 (human) activation | P42574 | recombinant procaspase-3 D3A, Ac-DEVD-pNA absorbance 405 nm | activation, % at 8.5 µM | 330,000 compounds, 0.11% hits | AID 463141;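 active means activation above the mean of all tested compounds plus 3 SD, cut at about 21% in these data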;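 further: 0% = DMSO alone and 100% = DMSO wells spiked with extra 5 µM PC-3 D3A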
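assay system = Procaspase-3 D3A mutant | signal = absorbance at 405 nm, 0 and 120 min | times = 1 h preincubation plus 2 h reaction at 25 °C | repeats = single replicate | read-out = % activation between DMSO and enzyme-spiked controls | medium = Zinc-free HEPES saline buffer with Triton X-100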
LAP4 TOR yeast: modulators of TOR pathway LAP4-GFP in S. cerevisiae; S. cerevisiae LAP4-GFP multiplex, flow cytometry GFP, 3 h; median GFP as percent of DMSO wells; GFP response vs DMSO, % at 10 µM; 320,000 compounds, 0.34% hits;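 active means GFP response vs DMSO above a set limit, about the screen mean plus 3 SD, cut at about 150% in these data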
The depositor's hits bear a star; nt = not tested or not shown; & = joins results of further samples; [ ] = another dose, or the depositor's remark.

SMILES	AHR act	JMJD2C inh	proCasp7 act	CR mimetic SO	RPL19A TOR yeast	MEP2-GFP yeast	proCasp3 act	LAP4 TOR yeast
Cc1ccc(C2CC(=O)Nc3sc(C(N)=O)c(N)c32)cc1 (stereo unspecified)	-1.1	-5.6	-16.9	96.4	nt	104.7	5.0	99.9
CCC1C(=O)Nc2ccccc2N1C(=O)COc1ccccc1 (stereo unspecified)	3.4	5.9	2.3	112.8	93.6[may fluoresce green]	105.7[may fluoresce green]	1.5	104.1[may fluoresce green]
CCOc1ccc(NC(=O)C2CCCN(C(=O)NCc3ccccc3)C2)cc1 (stereo unspecified)	5.3	68.3	5.8	97.1	94.3	92.5	-3.4	98.2
Cc1ccc(CCNC(=O)c2nnn(-c3cccc(C)c3)c2N)cc1	3.2	-1.2	2.9	98.0	99.3	104.7	2.6	111.9
Cc1c(C(=O)n2cnc3ccccc32)cccc1[N+](=O)[O-]	8.2	-8.9	-3.9	111.5	97.3	94.1	-1.3	103.8
Cc1ccccc1Nc1nnc(SCC(=O)NCC2CCCO2)s1 (stereo unspecified)	1.0	7.1	-3.6	89.3	103.4	109.5	-3.0	114.4
Cc1cc(C)c(C)c(OCCN2CC(C)OC(C)C2)c1 (stereo unspecified)	0.0	11.4	7.6	93.0	107.3	104.5	9.2	90.3
CC1Cc2ccccc2N1S(=O)(=O)c1ccc(Cl)nc1 (stereo unspecified)	-1.3	-7.4	1.8	93.7	96.1	91.2	10.2	106.2
CC(C)CN(C(=O)CC1CCCC1)c1c(N)n(Cc2ccccc2)c(=O)[nH]c1=O	0.6	-1.7	5.8	93.1	104.5	103.7	9.3	106.4
C/C(CC(=O)Nc1cccnc1)=N/NC(=O)COc1ccc(Cl)cc1Br	5.5	-9.8	-1.7	91.7	95.5	93.2	-4.7	98.3
CCC(=O)NC(=S)Nc1cccc(NC(=O)c2ccccc2Cl)c1	6.9	-1.1	-13.9	109.0	96.9	99.6	0.0	93.7
O=C(Nc1cccc(-c2cn3ccccc3n2)c1)c1cc2ccccc2oc1=O	25.0	0.3	-0.9	94.3	95.0	106.3	-1.5	112.3
O=C(NC1CCCCC1)c1cccc(OCc2ccccc2)c1	2.6	-5.8	5.6	95.9	99.0	101.6	-2.7	100.8
COc1ccc(C(=O)NC(=S)NNC(=O)CCc2ccccc2)cc1	15.4	-2.1	-23.3	159.0	105.3	114.4	-2.2	194.9*
CCOC(=O)c1c(OCCO)nn(-c2ccccc2)c1N	-0.3	0.9	-8.0	103.0	98.2	96.4	-2.6	95.8
O=S(=O)(c1ccc(Cl)cc1)N1CCCC(c2nc(-c3ccc(F)cc3)no2)C1 (stereo unspecified)	-2.5	nt	-5.5	114.0	95.5	85.5	0.0	128.0
CC(C)Cc1nnc(NC(=O)CCNC(=O)c2ccccc2Cl)s1	-1.8	nt	-1.2	104.3	100.5	104.7	-4.3	104.2
O=C(CSCc1ccccc1)Nc1cccc(C(=O)Nc2ccccc2C(=O)O)c1	-0.1	-3.6	-0.5	109.6	101.3	100.2	8.3	102.0
COCc1cc(=O)[nH]c(/N=C(\N)Nc2c(F)cccc2F)n1	-1.5	-16.9	6.0	112.6	94.4	90.8	4.2	103.4
CNC(=O)COc1coc(CN2CCN(c3ccccc3F)CC2)cc1=O	0.5	13.9	1.4	111.2	98.8	93.2	7.2	100.8
CNC(=O)CSc1nnc(-c2ccc(S(=O)(=O)N3CCCC3)cc2)n1-c1cccc(C)c1C	1.0	-3.2&3.8	5.4	91.5	94.2	90.5	0.7	96.8
O=C(Cc1c(F)cccc1Cl)Nc1cccc(S(=O)(=O)NC2=NCCCCC2)c1	-2.9	17.9	7.2	101.3	99.7	97.1	-0.2	103.3
CCOC(=O)c1ccccc1NC(=O)c1ccc(F)cc1	1.7	-4.3	17.2	96.8	99.8	114.5	0.5	104.5
Cc1ccc(CNC(=O)C2(C)Oc3ccccc3NC2=O)cc1 (stereo unspecified)	0.1	0.2	7.8	90.0	95.7	96.0	1.3	93.5
CC(C)Cc1cc(C(=O)Nc2ccccc2)c2ccccc2n1	0.7	-37.5	11.5	95.3	105.5	107.2	10.5	106.9
CC(=O)Nc1ccc(NC(=O)COc2ncnc3ccccc23)cc1	-1.0	-3.6	6.5	101.6	99.9	99.1	8.5	95.1
CCN1CCSc2ccc(C(=O)NCc3ccccc3F)cc21	43.9	-24.6	-14.1	112.7	100.8	92.5	-15.0	90.1
O=C(COC(=O)c1ccccn1)Nc1cccc2ccccc12	0.5	-9.9	3.2	100.1	102.9	112.7	3.8	110.1
O=C(N/N=C\c1ccc(Cl)s1)c1ccc(Cn2cccn2)o1	73.0*	-31.1	5.7	95.0	99.4	96.3	-4.1	94.5
CC1(C)CC(=O)c2c(Cc3ccccc3)noc2C1	-6.5	5.0	-10.7	95.4	97.0	96.7	9.9	110.9
O=C(CSc1nc2ccccc2nc1N1CCCCC1)N1CCN(c2ccccc2)CC1	1.2	-7.7	-0.9	106.8	95.1	101.7	9.2	106.1
CC1CCN(S(=O)(=O)c2cn(CC(=O)Nc3ccc(OC(F)(F)F)cc3)cn2)CC1	-5.3	0.2	1.0	130.2	98.7	110.2	0.9	94.2
CCCCNC(=O)c1ccc(CNS(=O)(=O)c2ccc(Br)cc2)cc1	3.1	-1.1	1.1	120.8	99.5	113.2	-0.8	97.5
CSc1sc(C(=O)NCC2CC2)c(-c2cccs2)c1C#N	4.2	2.6	1.6	95.2	93.6	93.3	-9.6	108.7
CN1CN=C(NS(=O)(=O)c2ccc([N+](=O)[O-])cc2)NC1	-1.1	-1.6	6.5	104.1	102.3	90.5	3.2	72.7
CCOC(=O)N1CCN(C(=O)c2ccccc2Oc2ccccc2)CC1	2.8	-5.9	10.6	101.1	96.9	100.9	1.0	101.3
CCc1ccc(NC(=O)Cn2ncn3c(cc4ccccc43)c2=O)cc1	15.8	-3.7	4.3	148.0	100.0	101.9	0.9	105.5
COc1cccc(C(=O)NCC(c2ccco2)N2CCOCC2)c1 (stereo unspecified)	0.3	7.1	9.7	102.6	107.9	104.1	-2.4	104.6
COCCNC(=O)C(=O)NCCN1CCNCC1	-0.9	-5.0	-1.6	96.0	90.5	85.2	4.5	86.1
Cc1ccc(OCC(=O)N(c2ccccn2)C2CCCCC2)c(C)c1	13.1	15.5	3.4	107.9	108.3	103.2	-0.8	98.3
CCC1CCCCN1C(=O)CSc1nc(N)c(NC(=O)c2ccco2)c(=O)[nH]1 (stereo unspecified)	0.1	-1.7	12.6	96.7	103.9	103.4	1.4	113.1
CC(C)C[C@H](NC(=O)C1CC(=O)N(c2ccc3c(c2)OCCO3)C1)C(=O)NC1CCCC1 (stereo partly specified)	0.6	7.8	13.6	101.0	98.5	97.9	0.2	93.7
Nc1ccc(C(=O)N2CCN(S(=O)(=O)c3ccc(Cl)s3)CC2)cc1[N+](=O)[O-]	-3.9	7.6	6.3	111.1	96.1	101.3	0.4	106.9
Cc1cccc(NC(=O)CSc2nnc(CNC(=O)c3ccco3)n2C)c1	-0.1	13.6	4.9	103.4	109.6	118.5	2.2	126.0
O=c1c(Oc2ccccc2F)coc2cc(OCc3cnn(-c4ccccc4)c3)ccc12	0.8	3.5	0.2	92.0	97.6	98.2	-4.1	93.5
CS(=O)(=O)c1ccc2nc(NC(=O)Nc3ccc(Cl)c(Cl)c3)sc2c1	15.3	0.1	4.5	108.8	106.3	101.0	5.4	94.1
CCOc1cc(-c2nc(-c3ccc(OC)cc3)no2)cc(OCC)c1OCC	-2.0	7.1	1.0	93.6	109.1	114.7	-5.1	120.9
COc1cccc(CNC(=O)c2ccccc2-c2ccccc2)c1	5.6	7.0	2.4	94.0	93.9	99.3	-3.9	102.9
COc1ccccc1N(C)S(=O)(=O)c1ccc(Cl)c(C(=O)NC2=NCCS2)c1	0.1	7.1	4.5	90.7	94.2	104.5	5.2	97.2
O=C(OC(C(=O)NC1CCCCC1)c1ccc(C(F)(F)F)cc1)c1ccco1 (stereo unspecified)	-0.8	-10.5	4.8	91.8	95.3	100.4	-1.9	99.6
COc1cccc(C(=O)Nc2nnc(S(=O)(=O)N(C)Cc3ccc(F)cc3)s2)c1	6.5	-23.7	2.4	132.1	107.8	115.2	2.5	106.5
COc1ccc(Cn2c(-c3ccco3)nc3c(c(=O)c4ccccc4n3C)c2=O)cc1	7.2	2.5	2.0	116.4	99.4	103.0	-2.5	102.6
COCCNC(=O)c1ccc(N2CC3CC(C2)c2cccc(=O)n2C3)c(NC(=O)c2cc(OC)cc(OC)c2)c1 (stereo unspecified)	-0.8	-6.0	8.1	91.6	95.9	90.7	3.7	94.6
Cc1n[nH]c(=O)c2c(NC(=O)CSc3ccccc3F)oc(C)c12	-1.8	-10.5	-10.3	100.4	90.2	102.4	-10.4	100.2
CC(C)c1nnc(SCC(=O)NCCC2=CCCCC2)n1N	1.2	-0.7	-8.3	84.8	98.3	95.6	-2.5	96.4
COCCNC(=O)NC(=O)COC(=O)Cc1ccc2c(c1)OCCO2	-2.0	0.5	-6.7	95.4	109.7	99.2	3.2	106.3
CCOc1ccc(-c2nnc(SCc3nc4ccccc4[nH]3)n2N)cc1	4.5	-3.0	17.1	92.7	99.2	102.3	0.6	106.2
O=C(NCCc1ccco1)c1nn(Cc2ccccc2)c(=O)c2ccccc12	13.5	-2.7	-1.3	87.9	102.2	103.9	2.0	107.1
Cc1cccn2c(=O)c3cc(C(=O)NC4CCCC4)c(=N)n(CC4CCCO4)c3nc12 (stereo unspecified)	55.0*	-0.5	-4.8	96.9	57.1[may fluoresce violet]	548.5*[may fluoresce violet]	-5.5	93.4[may fluoresce violet]
O=C(NCc1ccc2c(c1)OCO2)Nc1ccc2nsnc2c1	-1.2	-11.6	-0.7	92.5	98.4	102.5	-3.4	100.2

This is a random part of the collection. Share with any hit: about 3.8%.
